TAAR1 ag = human TAAR1 agonism; AID 624467; activation, % at 3 µM; Q96RJ0; CHO RD-HGA16 TAAR1, Fluo-8 calcium fluorescence; vehicle wells 0%, saturating PEA agonist 100%; 360,000 tested, 0.99% active;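 active means activation above the mean activation of all test compounds in the run plus 3 SD, cut at about 38% in these data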
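test system = CHO RD-HGA16 cells carrying human TAAR1 plus Gα16 | schedule = 17-24 h seeding, 75 min 37 °C dye, 30 min RT | compound dosing = 3 µM single concentration | control set = DMSO and PEA EC100 | replicates = n 1 | signal = Fluo-8 fluorescence, 5 s baseline then 140 s kinetic read | measure = percent activation vs PEA EC100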
CHO parental Ca = counter-screen: ATP calcium response change in parental CHO cells | parental CHO-K1, ATP-induced calcium, Fluo-8 fluorescence | AID 463079 | inhibition, % at 5.6 µM | 330,000 tested, 0.63% active;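 active means inhibition above that plate's mean sample inhibition plus 3 SD, cut at about 26% in these data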;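 further: 0% = ATP-challenged DMSO wells and 100% = DMSO wells without ATP; some compounds past the cut are filed as inactive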
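Material: parental CHO cells / Compound: single nominal dose of 5.6 µM per compound / Signal: Fluo-8 fluorescence / Replicates: singlicate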
M1 ag = agonists of human M1 muscarinic receptor; activation, % at 3 µM; P11229; 360,000 tested, 0.33% active; CHO-K1 hM1, Fluo-8 calcium fluorescence, agonist mode; 0% DMSO, 100% acetylcholine EC100;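 active means activation above the run's mean compound activation plus 3 SD, cut at about 16% in these data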;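 further: peak over basal fluorescence ratio within a 140 s kinetic read after compound addition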
CHRM1 antagonist = blocks human M1 muscarinic receptor | P11229 | CHO-K1 hM1, Fluo-8 calcium fluorescence, ACh EC80 antagonist | inhibition, % at 3 µM | 360,000 tested, 1.3% active | AID 588852;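 active means percent inhibition above its own plate's cutoff, namely the mean of that plate's compound wells plus 3 SD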;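 further: peak over basal fluorescence ratio during 140 s after agonist addition; 0% = ACh EC80 plus DMSO and 100% = DMSO alone without agonist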
M1 PAM = human CHRM1 positive allosteric modulation | CHO-K1 hM1, Fluo-8 calcium fluorescence, ACh EC20; 0% = ACh EC20, 100% = maximal ACh | activation, % at 3 µM | 360,000 tested, 0.088% active | AID 588819; in the data active means activation above about 19%, passing the limit was not always enough
OXTR potentiator = human OXTR potentiation. P30559. CHO-OTR cells, Fluo-8 calcium fluorescence, potentiator mode; 0% = oxytocin EC15, 100% = EC100. activation, % at 3 µM. 320,000 tested, 0.061% active. AID 2445;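 active means activation above that plate's cutoff, the mean activation of tested compounds plus 3 SD, cut at about 6.6% in these data, passing the limit was not always enough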;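 further: 100% uses oxytocin at 75 nM as the full agonist control; some results filed as inactive read as strong as hits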
Target sequence (P30559 whole entry, looked up): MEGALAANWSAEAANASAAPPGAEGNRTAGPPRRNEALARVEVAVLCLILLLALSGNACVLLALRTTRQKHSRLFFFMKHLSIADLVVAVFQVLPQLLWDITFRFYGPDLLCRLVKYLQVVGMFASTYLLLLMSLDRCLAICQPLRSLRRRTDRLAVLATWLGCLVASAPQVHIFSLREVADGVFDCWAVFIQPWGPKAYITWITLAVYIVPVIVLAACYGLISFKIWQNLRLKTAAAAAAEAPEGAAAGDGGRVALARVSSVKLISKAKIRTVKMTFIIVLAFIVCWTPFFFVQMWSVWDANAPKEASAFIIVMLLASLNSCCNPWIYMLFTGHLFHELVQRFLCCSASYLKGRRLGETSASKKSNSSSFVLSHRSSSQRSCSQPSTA
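System: human OTR in CHO cells / Also added: sub-maximal oxytocin, roughly EC15 / Control set: EC15 oxytocin low, 75 nM oxytocin high / Schedule: 6 min compound pre-incubation at room temperature, 100 s kinetic read / Compound: single-point 3.0 µM / Replication: singlicate / Technique: Fluo-8 calcium dye fluorescence / Read-out basis: % activation of max/min ratio relative to oxytocin controls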
OXTR ag = agonists of human oxytocin receptor; AID 2435; CHO-OTR cells, Fluo-8 calcium fluorescence; normalized: DMSO 0%, oxytocin 100%; activation, % at 3 µM; P30559; 320,000 tested, 0.32% active;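 active means activation above the mean of all tested compounds plus 3 SD, cutoff set per screening run, cut at about 20% in these data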;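 further: peak over basal fluorescence ratio from a 100 s FLIPR kinetic read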
V1aR counter = V1a receptor agonism, counter-screen for OXTR agonists; activation, % at 3 µM; AID 2797; 320,000 tested, 0.25% active; CHO-V1R cells, Fluo-8 calcium fluorescence, agonist mode; 0% DMSO, 100% 3 nM vasopressin;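 active means activation above the mean activation of all tested compounds plus 3 SD, per screening run, cut at about 20% in these data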;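 further: signal is peak over basal fluorescence ratio across a 100 second FLIPR read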
Target sequence (P37288 whole entry, looked up): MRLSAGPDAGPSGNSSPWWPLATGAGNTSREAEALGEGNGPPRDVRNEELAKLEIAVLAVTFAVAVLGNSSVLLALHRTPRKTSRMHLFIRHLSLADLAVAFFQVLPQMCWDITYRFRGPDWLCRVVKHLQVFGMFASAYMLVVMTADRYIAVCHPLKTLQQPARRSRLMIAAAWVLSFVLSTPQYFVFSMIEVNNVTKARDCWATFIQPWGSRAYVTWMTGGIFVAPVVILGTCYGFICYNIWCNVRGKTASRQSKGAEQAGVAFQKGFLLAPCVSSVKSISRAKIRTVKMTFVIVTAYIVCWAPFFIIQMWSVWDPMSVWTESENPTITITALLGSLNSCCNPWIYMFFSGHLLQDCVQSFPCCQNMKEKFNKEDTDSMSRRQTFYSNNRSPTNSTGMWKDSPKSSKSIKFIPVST
TAAR1 antag = antagonists of human TAAR1; Q96RJ0; CHO RD-HGA16 TAAR1, Fluo-8 calcium fluorescence, antagonist; inhibition, % at 3 µM; 360,000 tested, 1.5% active; AID 624466;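 active means inhibition above a per-plate cutoff, the mean inhibition of test compounds on that plate plus 3 SD, cut at about 49% in these data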;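 further: 0% = DMSO plus EC80 beta-PEA response and 100% = DMSO alone without agonist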
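Test system – hTAAR1-expressing CHO RD-HGA16 cells, Gα16-coupled · Also added – β-PEA at EC80 concentration, post-compound challenge · Compound – 3 µM, single point · Incubation – dye loading 75 min at 37 °C, then 30 min room temperature · Measured by – Fluo-8 intracellular calcium dye fluorescence, real-time kinetic reads · Benchmarks – vehicle and agonist controls · Replicates – singlicate, one well per test compound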
Numbers without * were called inactive; nt = no result given. This is a random part of the collection; about 3.7% have a hit in one of these screens.

SMILES	TAAR1 ag	CHO parental Ca	M1 ag	CHRM1 antagonist	M1 PAM	OXTR potentiator	OXTR ag	V1aR counter	TAAR1 antag
CCOC(=O)c1c(NC(=O)CC2SC(N)=NC2=O)sc2c1CCCC2 (configuration not stated)	30	-30	-3	6	0	-4	0.7	0.0	-19
CN1CCN(c2ccc(NC(=O)c3ccccc3Br)cc2)CC1	15	-12	-5	1	1	-4	2.0	0.8	-1
COc1ccc(CCNC(=O)CSc2n[nH]c(N)n2)cc1	4	-5	-1	-12	11	-7	0.2	-0.2	-9
Nc1ccc(Cl)c(NC(=O)c2cccs2)c1	-2	-12	-3	-7	6	-7	1.1	-0.1	2
CCN(CC(=O)Nc1ccc(NC(C)=O)cc1)C(=O)c1ccc2c(c1)OCO2	6	-9	-5	0	3	-1	0.3	1.0	-20
COc1ccc(C(=O)N/C(=C\c2ccc3c(c2)OCO3)C(=O)N2CCOCC2)cc1	0	6	-1	-2	5	-3	0.5	1.8	-9
Brc1ccc(-c2nc(-c3cccnc3)no2)o1	5	-3	-5	-4	9	-6	-1.0	-0.5	14
CC(C)(C)Nc1nc(Cl)nc(NC2CCCCC2)n1	10	-22	-6	-5	-1	-1	-2.4	-0.9	-19
O=C1c2ccccc2C(=O)c2c1cccc2N1CCCC1	0	-15	-8	4	0	0	-2.2	-0.9	-29
CCOc1ccc(NC(=O)COc2ccc(S(=O)(=O)N3CCCC3)cc2)cc1	-1	-2	-4	16	-7	2	2.6	7.9	-9
Cc1ccc(C)c(NC(=O)CS(=O)(=O)c2cccc3nsnc23)c1	4	-10	-3	-11	7	-3	-0.2	0.1	-10
COc1ccccc1CNC(=O)CSc1n[nH]c(N)n1	0	5	1	-3	7	-9	0.4	0.8	-26
Cn1c(-c2nonc2N)nc2ccccc21	1	0	-7	-13	7	4	-0.3	0.3	5
NNC(=O)CNc1cccc(Br)c1	-1	-10	-3	-15	16	-10	-0.2	-0.2	-2
Cc1cc(SCCOc2ccccc2)nc(N)n1	12	-3	-3	6	-1	-14	1.9	2.8	-11
COc1ccccc1-c1nnc(NC(C)=O)s1	9	-12	-3	-5	7	-6	-1.1	0.0	1
COc1ccccc1S(=O)(=O)N1CCN(S(=O)(=O)c2cccs2)CC1	0	-14	-2	-6	7	-1	2.3	1.1	11
CC(=O)NC12CC3CC(C1)CC(C(=O)N1CCN(S(=O)(=O)c4cccc(F)c4)CC1)(C3)C2	4	-6	-3	-20	11	-6	-0.4	0.0	-10
CC1CCCN(Cc2nc3c(c(=O)n(C)c(=O)n3C)n2CC(N)=O)C1 (configuration not stated)	11	3	-3	-3	1	-3	-0.3	0.6	7
O=S(=O)(/N=C(\c1ccc(Cl)cc1)N1CCOCC1)c1ccccc1	0	-11	1	-2	8	3	-1.7	0.6	2
CCOC(=O)C1CCN(S(=O)(=O)c2ccc(-c3ccccn3)s2)CC1	-1	-6	-4	3	1	-17	0.9	2.1	-11
Cc1ccc(-c2cn(-c3ccccc3)c(SCC(N)=O)n2)cc1C	2	-5	-6	3	6	-2	-0.8	-0.6	-17
CN(C)C(=O)CN(C)S(=O)(=O)c1ccc(Cl)cc1	5	6	-6	-19	9	-2	0.7	1.0	9
CCCCN(C)C1=Nc2cccc3cccc1c23	1	-12	-3	23	-3	-10	0.3	0.1	-3
CCn1c(=O)c(C(C)=O)c(O)c2ccccc21	2	-12	-3	-14	11	-8	-0.8	-1.1	-38
COc1ccc(Cc2c(-c3ccc(Cl)cc3)nc3c(C)cc(Br)cn23)c(C)c1	0	nt	-5	-23	-3	nt	nt	nt	7
OC(COCc1ccccc1)CN1CCCCC1 (configuration not stated)	1	2	-3	5	8	0	1.2	1.2	6
Cc1cc(C)nc(SCC(=O)Nc2ccc(S(=O)(=O)Nc3ncccn3)cc2)n1	6	7	-6	2	5	0	0.5	1.5	14
CCOC(=O)C1=NNC2(c3ccc(Cl)cc3)C(=O)N(c3cc(C)cc(C)c3)C(=O)C12 (configuration not stated)	10	-33	-4	-1	4	-27	-2.0	-0.1	5
Cc1ccc([N+](=O)[O-])cc1NC(=O)c1c(-c2ccccc2)noc1C	0	-18	-1	-5	11	-5	-2.0	-0.5	-13
CC1(C)NC(=O)N(CCOCCOc2ccccc2-c2ccccc2)C1=O	5	-10	-3	2	1	-3	-0.7	0.4	-13
O=C(Nc1ccc(Cl)c(S(=O)(=O)N2CCOCC2)c1)c1ccc2c(c1)OCCO2	9	-9	-1	33	-13	-3	1.6	3.0	46
O=C1CC(N2CCN(c3ccccc3Cl)CC2)C(=O)N1c1cccc(F)c1 (configuration not stated)	3	-10	-2	3	-1	-13	3.0	3.6	4
CCOC(=O)c1c(C)n(C)c2cc(-c3ccc(C)cc3)c(O)cc12	2	-9	-4	3	-4	-14	-0.4	1.3	0
CCC(C)c1ccc(NC(=S)NC(C)C2CCCO2)cc1 (configuration not stated)	18	1	-15	-2	2	7	-0.7	-0.1	12
COc1ccc(CNc2nc3c(c(=O)n(Cc4ccc(Cl)cc4)c(=O)n3C)n2C)cc1	9	-16	-5	1	4	-5	0.3	1.7	-7

3 entries from above, with two lines to a compound.
Fields: TAAR1 ag | CHO parental Ca | M1 ag | CHRM1 antagonist | M1 PAM | OXTR potentiator | OXTR ag | V1aR counter | TAAR1 antag
OC(COCc1ccccc1)CN1CCCCC1 (configuration not stated)
    1 | 2 | -3 | 5 | 8 | 0 | 1.2 | 1.2 | 6
Cc1cc(C)nc(SCC(=O)Nc2ccc(S(=O)(=O)Nc3ncccn3)cc2)n1
    6 | 7 | -6 | 2 | 5 | 0 | 0.5 | 1.5 | 14
CCOC(=O)C1=NNC2(c3ccc(Cl)cc3)C(=O)N(c3cc(C)cc(C)c3)C(=O)C12 (configuration not stated)
    10 | -33 | -4 | -1 | 4 | -27 | -2.0 | -0.1 | 5

Some entries already given, limited to TAAR1 antag.
molecule	TAAR1 antag
OC(COCc1ccccc1)CN1CCCCC1 (configuration not stated)	6
CC1(C)NC(=O)N(CCOCCOc2ccccc2-c2ccccc2)C1=O	-13

(continued)
SMILES	TAAR1 ag	CHO parental Ca	M1 ag	CHRM1 antagonist	M1 PAM	OXTR potentiator	OXTR ag	V1aR counter	TAAR1 antag
CN(C(=O)CSc1ncc(C(F)(F)F)cc1Cl)c1c(N)n(Cc2ccccc2)c(=O)[nH]c1=O	1	-2	-2	-7	6	0	-0.7	-0.6	-20
Cc1ccc(NC(=O)CS(=O)CC(=O)N(CC(=O)NC(C)(C)C)c2cccc(C)c2C)cc1 (configuration not stated)	2	-8	-1	-11	13	-12	0.0	0.6	-8
Cc1cc(N2CCCC2)nc2ccccc12	1	-5	-5	-3	5	-9	0.1	0.1	6
Cc1c(N=C2N=C(NC(=O)Nc3ccc(Cl)cc3)c3ccccc32)c(=O)n(-c2ccccc2)n1C	3	-16	-3	-10	8	-6	0.6	-0.1	-4
Cc1ccc(S(=O)(=O)N2CCC(C(=O)NCCc3ccc(S(N)(=O)=O)cc3)CC2)cc1	2	0	-2	-1	3	0	-0.5	-0.3	3
O=C(N/N=C/C=C/c1ccco1)c1cccnc1	2	-11	7	2	-1	-1	-0.5	-0.2	-18
Cc1c2c(nc3c(C(=O)NC4CCCC4)cnn13)CCCC2	18	-21	-8	-9	14	3	-2.0	-1.3	-3
CCOC(=O)c1oc2ccccc2c1NC(=O)c1cccc(OC)c1OC	4	3	-6	10	-10	-6	-0.6	-0.9	49*
COc1cc(NC(=O)C2=CC(c3cccs3)=NS(=O)(=O)N2C)cc(OC)c1OC	2	-10	0	-18	5	-9	-0.4	0.1	-1
O=C(NC(=S)NC1C2CC3CC(C2)CC1C3)C12CC3CC(CC(C3)C1)C2 (configuration not stated)	2	-14	-4	-7	4	-9	-1.7	-0.7	-24
CCCOc1ccc(/C=N/NC(=O)C(=O)Nc2ccccn2)cc1	0	-2	-3	3	4	1	1.0	16	-25
CNC(=O)C1(c2ccccc2)CCCCC1	0	nt	-3	-1	6	nt	nt	nt	-18
Cc1noc(NS(=O)(=O)c2ccc(NC(=O)c3cccc(S(=O)(=O)Nc4ccccc4F)c3)cc2)c1C	-3	6	-6	-6	12	3	1.2	1.1	100*
COc1cc(SC)ccc1C(=O)Nc1ccon1	4	-17	-3	-2	10	2	-2.1	-0.8	-24
CCO/C=N/Nc1nc(C(F)(F)F)nc2c1cnn2Cc1ccccc1	-1	-10	-5	-5	15	-9	-1.2	-0.2	-28
COc1ccc(CCC(=O)N2CCCC(Nc3ccccc3)C2)cc1OC (configuration not stated)	1	-10	1	-13	17	-2	0.6	0.7	-5
Cc1cc(C(=O)N2CCN(c3ccc([N+](=O)[O-])cc3)CC2)c(C)o1	4	0	0	12	-6	-8	2.7	5.7	-15
CC1CCc2cc(F)ccc2N1C(=O)c1cccnc1 (configuration not stated)	0	-11	-1	-16	16	-7	0.9	-0.1	-8
O=c1[nH]c(CN2CCOCC2)nc2ccccc12	6	-1	-4	-8	5	-2	-0.6	1.5	-1
CCCNc1nc(OC(C(F)(F)F)C(F)(F)F)nc(OC(C(F)(F)F)C(F)(F)F)n1	3	-7	-3	1	3	-3	-0.5	0.7	-20
Cc1cccc(CN2CCN(C(=O)CN(C)C(C)C(=O)Nc3ccc(C(N)=O)cc3)CC2)c1 (configuration not stated)	5	-10	-5	-11	5	3	0.9	0.5	9
CCCCS(=O)(=O)Nc1ccc(C)cn1	1	-4	-6	-9	4	-3	-1.2	0.3	3
CCC(=O)Nc1ncc2c(n1)CC(c1ccco1)CC2=O (configuration not stated)	-1	-1	-4	-21	2	-5	0.5	1.2	-20
CS(=O)(=O)N(CC(=O)N1CCCCCC1)c1ccc(Cl)cc1	1	1	-5	2	-2	-1	-0.6	0.9	4
COc1ccc(/C=C/c2cc[n+](C(=O)Cc3ccccc3)cc2)cc1	47*	-1	-8	-3	2	-3	3.0	1.1	-8
CC(C)C[C@@H](CN1CCC[C@@H]1CN1C(=O)C(=O)NC[C@@H]1Cc1ccccc1)N1C[C@H](Cc2ccc(O)cc2)N(CC2CCCCCC2)C(=O)C1=O	-1	nt	-1	1	3	nt	nt	nt	-14
CC1CC(C)CN(C(=O)COC(=O)Cc2c[nH]c3ccccc23)C1 (configuration not stated)	2	11	-2	-14	11	-15	0.5	-0.2	-7
Cc1ccccc1Cn1cnc2ccccc21	3	7	-4	-3	3	-11	13	5.7	9
Oc1ccccc1C=NNC(=S)Nc1ccc(F)cc1	17	nt	6	-2	-7	nt	nt	nt	27

Bioassay records from PubChem BioAssay.
